Screening results deposited in PubChem BioAssay by National Center for Advancing Translational Sciences (NCATS).
RXFP1 agonist – agonists of human relaxin receptor RXFP1 | HEK293T-RXFP1 cAMP TR-FRET, 30 min; response scale: percent of porcine relaxin response, buffer zero | AID 2676 | Q9HBX9 | Potency, µM (series often up to 57.5 µM), for the others: at the top dose activation, most hits filed as activators | actives 0.3% (n = 370,000); also: potency is read from the fitted curve at half-maximal effect; % is scaled to controls: 0 for no effect and ±100 for the full control effect; nearly all actives have a fitted effect of over 60% in size; many of its hits are not listed in these tables
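HEK293T cells stably expressing RXFP1 were pretreated with the PDE4 inhibitor Ro 20174, exposed to compounds for 30 min at 37C, lysed, and cAMP was read by TR-FRET. Data normalized to buffer (basal) and 29 nM porcine relaxin (100%).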
Vif-APOBEC3F blk – blocks the Vif interaction with APOBEC3F | AID 602313 | HeLa A3F-eYFP + Vif (tagged APOBEC3F with the HIV-1 protein that degrades it), YFP fluorescence increase | actives 0.2% (n = 390,000) | Potency, µM (series often up to 46.1 µM), inactives show at the top dose activity, negative = active; also: potency is read from the fitted curve at half-maximal effect; % of control where 0% means no effect; nearly all actives have a fitted effect of over 65% in size
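Fluorescence increase (Ex 488/Em 500-530) after overnight compound treatment at 37 deg C flags inhibition of Vif-driven A3F-eYFP loss in stable HeLa A3F-eYFP/Vif cells seeded overnight beforehand.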
mIDH1 inhibitor – inhibitors of human mutant IDH1 R132H. IDH1-R132H enzyme, NADPH consumption, diaphorase/resazurin fluorescence. actives 0.093% (n = 390,000). Potency, µM (titrated, usually from 76.6 µM), for the others: at the top dose activity change, negative = inhibition, usual class: inhibitors. O75874; also: potency is read from the fitted curve at half-maximal effect; % is scaled to controls: 0 for no effect and ±100 for the full control effect; nearly all actives have a fitted effect of over 65% in size
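IDH1-R132H (0.5 ug/mL dispensed) in pH 7.5 Tris buffer was preincubated 30 min with compound, then given a substrate mix of 0.016 mM NADPH and 2 mM alpha-KG for 80 min at room temperature; remaining NADPH was read by diaphorase/resazurin fluorescence.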
Vif-A3G inh – Vif-A3G binding inhibition | Q9HC16 | actives 0.076% (n = 410,000) | Potency, µM (highest dose often 46.1 µM), for the others: at the top dose activity, negative = active, usual class: inhibitors | HeLa A3G-eYFP + Vif (tagged APOBEC3G with the HIV-1 protein that degrades it), YFP fluorescence, overnight;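 also: potency is read from the fitted curve at half-maximal effect; % is scaled to controls: 0 for no effect and ±100 for the full control effect; nearly all actives have a fitted effect of over 60% in size; hits raise eYFP signal because A3G escapes Vif-driven loss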
Target sequence (Q9HC16 whole entry, looked up): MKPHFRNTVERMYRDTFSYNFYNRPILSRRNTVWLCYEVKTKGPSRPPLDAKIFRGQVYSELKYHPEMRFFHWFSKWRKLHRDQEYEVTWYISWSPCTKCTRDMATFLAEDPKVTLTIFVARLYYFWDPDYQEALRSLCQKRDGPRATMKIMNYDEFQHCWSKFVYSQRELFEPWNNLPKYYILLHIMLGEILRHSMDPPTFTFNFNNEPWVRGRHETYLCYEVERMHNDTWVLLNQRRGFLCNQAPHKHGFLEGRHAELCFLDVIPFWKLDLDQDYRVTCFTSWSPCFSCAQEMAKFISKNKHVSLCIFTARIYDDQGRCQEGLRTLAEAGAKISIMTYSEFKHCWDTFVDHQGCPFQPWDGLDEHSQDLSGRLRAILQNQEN
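Read-out is eYFP fluorescence (Ex 488/Em 500-530) from Vif-expressing HeLa A3G-eYFP cells; more signal means A3G escaped Vif-mediated degradation. Cells plated overnight, compound pinned in, incubated overnight at 37 deg C.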
PI4K2A inh – inhibitors of human PI4K2A; purified PI4K2A, ADP-Glo luminescence, 1 h; stronger effect = lower value; actives 0.13% (n = 420,000); Q9BTU6; AID 1346378; activity change, negative = inhibition, % at 76.9 µM; in the data active = activity change below about -50%; inconclusive = mostly about -30% to -49%;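 also: -100% = wells without enzyme as full effect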
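PI4K2A activity was measured by ADP-Glo luminescence: enzyme (4 ug/mL stock) and phosphatidylinositol (1.2 mM stock) in Tris pH 7.5/MgCl2/EGTA/Triton X-100 buffer were reacted with ATP (300 microM stock) for one hour at ambient temperature.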
TrxR1 substrate – is turned over as a substrate by rat TrxR1; actives 0.01% (n = 390,000); O89049; Potency, µM (series often up to 114 µM), for the others: top-dose activity change, negative = substrate turnover; AID 588456; purified TrxR1 substrate turnover, NADPH consumption readout; also: potency is read from the fitted curve at half-maximal effect; % is scaled to controls: 0 for no effect and ±100 for the full control effect; nearly all actives have a fitted effect of over 50% in size
Target sequence (O89049 whole entry, looked up): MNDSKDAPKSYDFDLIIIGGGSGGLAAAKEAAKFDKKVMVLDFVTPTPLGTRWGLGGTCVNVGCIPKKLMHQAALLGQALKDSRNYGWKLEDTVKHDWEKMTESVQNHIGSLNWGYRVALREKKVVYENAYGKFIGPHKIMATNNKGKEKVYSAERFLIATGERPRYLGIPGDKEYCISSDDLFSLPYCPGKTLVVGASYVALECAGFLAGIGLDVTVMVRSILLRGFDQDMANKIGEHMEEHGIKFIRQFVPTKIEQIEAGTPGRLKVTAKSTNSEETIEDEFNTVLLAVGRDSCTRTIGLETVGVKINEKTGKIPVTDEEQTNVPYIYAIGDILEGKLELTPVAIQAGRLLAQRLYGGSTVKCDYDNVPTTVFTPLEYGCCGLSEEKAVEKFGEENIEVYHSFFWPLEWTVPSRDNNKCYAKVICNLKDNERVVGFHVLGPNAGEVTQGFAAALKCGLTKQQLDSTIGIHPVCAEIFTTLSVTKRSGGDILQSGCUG
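Rat TrxR1, dispensed at 90 nM, was prereduced with 400 uM NADPH (final) for 5 min at ~22 deg C, then incubated with compound 15 min before 400 uM selenite. A first-read NADPH fluorescence drop versus no-compound background flagged substrates.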
USP1-UAF1 inh – blocks the human USP1/UAF1 deubiquitinase complex; O94782; recombinant USP1/UAF1, Ub-Rhodamine cleavage fluorescence; Potency, µM (top dose mostly 57.1 µM), for inactives: top-dose activity change, negative = inhibition, usual class: inhibitors; actives 0.23% (n = 390,000); also: potency is read from the fitted curve at half-maximal effect; % is scaled to controls: 0 for no effect and ±100 for the full control effect; nearly all actives have a fitted effect of over 60% in size; inactives centre near -12
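High-throughput fluorogenic screen: 1nM USP1/UAF1 complex, Ub-Rho substrate 150nM final, 50mM HEPES pH 7.8 with 0.5mM EDTA, 0.1 mg/ml BSA, 1mM TCEP and 0.01% Tween-20.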
GRP78 ERSR act – inducers of ER stress response in human glioma cells; U87-MG GRP78 promoter luciferase reporter, 16 h; Potency, µM, without a hit: at the highest dose activation, actives largely listed as activators; actives 0.02% (n = 420,000); AID 602332; also: potency is read from the fitted curve at half-maximal effect; series mostly up to about 76 µM; % of control where 0% means no effect; nearly all actives have a fitted effect of over 35% in size
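ERSR induction read as luciferase luminescence (Bright-Glo, 10 min at room temperature) in stably transfected human U87-MG glioma cells exposed to compounds for 16 h, using GRP78 as sensor.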
LDHA block – blocks human lactate dehydrogenase A. actives 0.15% (n = 480,000). activity change, % (values are at about 110 or 230 µM). purified LDHA, NADH/diaphorase-resazurin fluorescence; stronger effect = lower value. P00338. AID 1347041; in the data active = activity change below about -30%; inconclusive = mostly about -25% to -30%;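 also: plate controls were DMSO wells for no effect and wells without enzyme for full effect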
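Remaining NADH was detected by diaphorase (0.133 mg/mL) converting 37 µM resazurin to fluorescent resorufin, read at 0 and 20 minutes. The preceding 5-minute room-temperature reaction used 2 nM LDHA, 0.2 mM sodium pyruvate and 0.06 mM NADH at pH 7.4.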
* hit, by the source's call; ? = inconclusive; · = no result given; [ ] = another dose, or the depositor's remark. Unless noted, calls follow the shape of the dose curve; as a rule, active = well fitted curve in the direction sought with a large enough effect; inconclusive = small, poorly fitted or top-dose-only effect, or another doubt; inactive = no such curve, though single readings can be large; an effect the other way counts as inactive or inconclusive. The list is partial; the hit share may differ from the screen's.

Molecule | RXFP1 agonist | Vif-APOBEC3F blk | mIDH1 inhibitor | Vif-A3G inh | PI4K2A inh | TrxR1 substrate | USP1-UAF1 inh | GRP78 ERSR act | LDHA block
CCOc1ccc(C(=O)c2c(N)c(-c3nc(-c4ccc5c(c4)OCO5)cs3)c3ccccn23)cc1 | -0.1% | · | · | · | -1.1 | 1.2% | -6.0% | · | 1.9
O=C(NC(=S)Nc1ccc(S(=O)(=O)N2CCCCCC2)cc1)c1cccs1 | 6.7% | 4.1% | -0.9% | 1.4% | 0.3 | 0.5% | -17.8% | -1.2% | -9.3
O=C(NC(=S)Nc1ccccc1C(=O)O)c1ccc2ccccc2c1 | -1.6% | -1.3% | 2.4% | -12.8% | 13.5 | 7.1% | -22.1% | -5.1% | -6.1
O=C(NCc1ccccc1)C1CCC1 | 0.2% | -3.6% | 0.5% | 1.5% | -0.9 | -7.6% | 3.4% | -0.8% | -1.3
Cc1cc(C)cc(NC(=S)Nc2ccc(Cl)c(Cl)c2)c1 | 2.3% | -23.6% | 4.1% | 3.1% | 2.4 | -5.8%[57.1 µM] | -22.1% | -5.8% | -4.5
CSc1ccc(CCNC(=O)c2sc3ncccc3c2-n2cccc2)cc1 | 3.5% | 3.3% | 18.0% | -4.3% | -3.6 | 3.0%[57.1 µM] | -11.9% | -1.7% | -7.9
COc1cc(C(=O)Nc2cccc(C(C)=O)c2)cc(OC)c1OC | 0.6% | -0.7% | 2.7% | -0.1% | -15.5 | 5.8% | -26.7% | -3.4% | -1.2
CCC(C)Oc1ccc(C(=O)Nc2ccc(CN3CCOCC3)cc2)cc1 (stereo not drawn) | 0.4% | -0.4% | 1.9% | 1.3% | 2.5 | 2.1% | -6.7% | 1.4% | -0.4
COC(=O)/N=C(/Cc1ccc(OC)cc1)c1ccc(OC)cc1 | -0.8% | -7.4% | 26.8% | -6.4% | -11.4 | -4.3%[57.1 µM] | -22.0% | 0.4% | 0.0
CCCCn1c(SCC(=O)NCCCOC)nc2c(sc3ccccc32)c1=O | 12.9% | 0.3% | 8.9% | 5.9% | 4.9 | 9.3%[57.1 µM] | -20.0% | 15.9% | -8.2
CC(C)OCCCNC(=O)COc1ccc2oc3c(c2c1)CCCC3 | 1.9% | 1.5% | 6.4% | -4.1% | 9.2 | -7.2% | -7.7% | -3.1% | -1.3
COc1ccc2cc(C#N)c(SCC(=O)Nc3nonc3C)nc2c1 | ? | -7.7% | 8.7% | -0.8% | -1.9 | 5.0%[57.1 µM] | -21.2% | 1.6% | -1.7
N#Cc1ccccc1OCC(=O)NCc1ccccc1CN1CCCC1 | 2.1% | -3.2% | -4.6% | -2.0% | 4.3 | 5.2% | -3.8% | -3.0% | -2.3
COC(=O)Cn1c(CCS(=O)(=O)c2ccc(C)c(C)c2)nc2ccccc21 | -0.3% | -0.9% | 3.3% | -5.5% | 0.1 | 9.3% | -4.2% | -3.5% | -1.8
Cc1ccccc1OCCSc1nc2ccc(NC(=O)c3cccs3)cc2s1 | -0.3% | 0.3% | 10.4% | 0.7% | -9.3 | 7.0% | -24.8% | -2.1% | 3.3
C=CCNC(=S)NNC(=O)COc1cccc(Cl)c1 | 3.0% | -1.3% | 1.9% | -3.1% | 2.6 | 6.4% | 1.3% | -1.1% | -0.1
Cc1csc2c(N3CCN(C(=O)NC(C)(C)C)CC3)ncnc12 | 17.7% | 15.2% | -2.7% | 0.1% | 5.4 | 17.2%[57.1 µM] | -3.1% | -3.8% | -11.5
CC(=O)Oc1ccc(/C=C(\NC(=O)c2cccc(Br)c2)C(=O)Nc2ccc(C(=O)O)cc2)cc1 | · | 0.9% | -1.8% | -0.3% | -9.3 | 0.9% | -23.4% | -0.8% | -6.5
CCCCN(CC)C(=O)c1ccccc1Oc1ccccc1 | 0.3% | -20.9% | -1.0% | -0.2% | -2.0 | -3.7% | 3.5% | -3.9% | -3.1
CCOC(CNCc1cc(C)c2[nH]c3ccccc3c2c1C)OCC | · | -5.3% | 0.0% | 0.8% | 4.3 | 11.5%[57.1 µM] | -5.0% | -3.2% | 1.1
COC(=O)CCC(=O)c1ccn(S(=O)(=O)c2ccccc2)c1 | 3.9% | 2.9% | -2.3% | 0.0% | 2.4 | 1.4% | -6.7% | -2.8% | 0.1
CCNC(=S)NNC(=O)C(c1ccccc1)c1ccccc1 | 0.1% | -0.9% | 5.9% | 0.4% | 0.0 | 8.7% | ? | -2.8% | -5.6
CC(C)(C)c1cc(C(=S)N2CCN(CCO)CC2)cc(C(C)(C)C)c1O | -0.7% | -22.1% | 0.9% | -0.3% | 4.3 | 7.3% | -9.4% | -2.8% | 1.0
COC(=O)CNC(c1ccccc1)c1cc(Br)ccc1NC(=O)CCN1CCOCC1 (stereo not drawn) | 2.0% | 1.0% | -8.5% | -22.3% | 1.7 | -0.3% | 2.1% | -10.9% | -4.7
CN(C)C(=O)C1Cc2ccccc2CN1S(=O)(=O)c1cccs1 (stereo not drawn) | 0.9% | 14.3% | -4.8% | -5.3% | 1.3 | -3.2%[57.1 µM] | -16.7% | 1.9% | -13.2
NCc1nc(-c2ccc(Cl)cc2)no1 | 0.4% | 3.3% | -5.2% | 2.5% | -0.1 | 2.6% | -9.9% | 0.0% | -11.5
COc1cc(NC(=O)c2ccc(S(=O)(=O)N(C)c3ccccc3OC)cc2)cc(OC)c1 | · | 3.0% | 0.8% | 3.4% | -4.4 | 3.6% | ? | -5.3% | 0.2
O=C(NC1CCCC1)C(c1ccc(N2CCOCC2)cc1)N(C(=O)c1ccco1)c1ccccc1F (stereo not drawn) | 0.6% | 1.8% | 7.3% | -5.0% | -6.6 | -5.0%[57.1 µM] | 5.3% | -5.6% | -9.6
COc1cccc(C2C(C#N)=C(N)Oc3cc(C)[nH]c(=O)c32)c1OC (stereo not drawn) | -0.5% | -4.7% | 0.0% | -4.7% | -6.9 | -8.5% | -26.2% | -4.7% | -1.0
COc1ccc(OC)c(NC(=O)Cn2cccc2)c1 | 2.8% | -2.6% | -7.6% | 2.2% | 11.6 | 3.7%[57.1 µM] | -4.6% | 1.3% | -4.0

In the list so far, two contain a furan ring, fused or not:
Molecule | RXFP1 agonist | Vif-APOBEC3F blk | mIDH1 inhibitor | Vif-A3G inh | PI4K2A inh | TrxR1 substrate | USP1-UAF1 inh | GRP78 ERSR act | LDHA block
CC(C)OCCCNC(=O)COc1ccc2oc3c(c2c1)CCCC3 | 1.9% | 1.5% | 6.4% | -4.1% | 9.2 | -7.2% | -7.7% | -3.1% | -1.3
O=C(NC1CCCC1)C(c1ccc(N2CCOCC2)cc1)N(C(=O)c1ccco1)c1ccccc1F (stereo not drawn) | 0.6% | 1.8% | 7.3% | -5.0% | -6.6 | -5.0%[57.1 µM] | 5.3% | -5.6% | -9.6

Next part.
Molecule | RXFP1 agonist | Vif-APOBEC3F blk | mIDH1 inhibitor | Vif-A3G inh | PI4K2A inh | TrxR1 substrate | USP1-UAF1 inh | GRP78 ERSR act | LDHA block
Nc1c(N(Cc2ccccc2)C(=O)COc2cccc(Cl)c2)c(=O)[nH]c(=O)n1Cc1ccccc1 | -0.5% | 1.9% | -3.3% | -8.9% | -4.0 | 8.6%[57.1 µM] | -24.1% | -6.2% | -8.6
CCc1ccccc1Nc1nn2c(=O)c3ccc(C(=O)NC4CCC(C)CC4)cc3nc2s1 (stereo not drawn) | 3.7% | -14.1% | -11.5% | -19.1% | -2.0 | 3.2% | -29.0% | -4.3% | -2.9
Cc1csc2c(=O)n3c(nc12)CCCCC3 | 3.0% | -2.2% | 3.4% | 0.1% | 6.2 | 8.6% | 6.3% | -4.9% | -0.6
CCOCCC(=O)Nc1ncc(S(=O)(=O)c2ccc([N+](=O)[O-])cc2)s1 | · | -7.2% | -9.0% | 0.1% | 7.4 | · | -13.6% | -5.5% | -5.1
CC1C=CCC2C(=O)N(c3cccc(C(=O)NCCc4ccccc4)c3)C(=O)C12 (stereo not drawn) | 0.0% | 0.2% | -9.5% | -1.2% | 2.0 | 6.3% | -2.3% | -1.8% | -0.2
Cc1ccc(NC(=S)Nc2cccc3ccccc23)cc1F | 2.0% | -20.5% | -1.1% | -3.6% | -1.5 | 23.9% | -26.8% | 1.0% | 2.2
Nc1ncnc2nc(SCCc3ccccc3)[nH]c12 | 3.8% | -4.9% | 0.9% | -7.0% | -4.2 | -1.6% | -10.3% | -3.9% | 3.3
COc1cc(NC(=O)COc2ccccc2Cl)ccc1NC(=O)c1cccs1 | -1.5% | 12.1% | -5.0% | 0.8% | -3.4 | 32.3%[activator] | -13.9% | 1.1% | -8.2
Cc1ccc(SCc2cn3cccnc3n2)cc1 | -1.4% | 3.0% | 5.9% | -1.1% | 4.0 | -9.8% | -13.6% | 2.4% | 0.5
Cc1ccc(-c2nnc(SCC(=O)NCc3ccccc3)nc2-c2ccc(C)cc2)cc1 | 1.5% | -5.2% | -9.7% | -0.7% | 3.1 | -1.5%[57.1 µM] | ? | -1.4% | -1.4

As entered above:
N#Cc1ccccc1OCC(=O)NCc1ccccc1CN1CCCC1 @ LDHA block = -2.3
Cc1csc2c(=O)n3c(nc12)CCCCC3 @ PI4K2A inh = 6.2
